# Screening data (PubChem BioAssay)
# TRPC4 potent = positive allosteric modulators of TRPC4, primary screen, cell-based, mouse TRPC4beta, HEK293 mu-opioid, Fluo-4 calcium | Short transient receptor potential channel 4 (Mus musculus), Q9QUQ5 | DAMGO EC20, Fluo-4 Ca2+ flux; stronger effect = higher value | B-score at 10 µM | actives 0.42% (n = 310,000);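 active = B-score of calcium response area above 5 SD of library B-scores, with initial fluorescence ratio within 5 SD of library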;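 note: B-score of integrated fluorescence ratio over time as area under calcium response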
# SKKanGAS inh = S. pyogenes SKKanGAS growth inhibitors in kanamycin, primary screen, streptokinase expression inhibitor project, SKKanGAS strain, BacTiter-Glo luminescence. 6 h. inhibition, % at 7.5 µM. actives 1.3% (n = 300,000). AID 1662, 2009;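 active = mean replicate score, as percent of positive control median, at least 50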;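 note: strain carries kanamycin resistance gene driven by streptokinase promoter and grows in 40 µg/ml kanamycin; loss of luminescence reflects streptokinase promoter inhibition or plain growth inhibition; 0% = median of DMSO wells and 100% = positive control at its reference dose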
# TRPC4 agonist = activators of mouse TRPC4 channel, primary screen, Fluo4 calcium, HEK293 TRPC4beta/mu-opioid cells | AID 2237, 2010 | B-score at 10 µM | Short transient receptor potential channel 4 (Mus musculus), Q9QUQ5 | actives 0.49% (n = 310,000) | Fluo4 calcium fluorescence; stronger effect = higher value;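 active = B-score above 5 SD of library B-scores, and initial fluorescence ratio not above library mean plus 5 SD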;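 note: positive B-score marks a calcium rise read as TRPC4 activation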
#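 Material: TRPC4beta and mu-opioid receptor HEK293 stable cells | Incubation: 45 min room-temperature Fluo4 loading, 110 s read | Detection: Kinetic Fluo4 calcium fluorescence | Measure: Integrated baseline-normalised fluorescence ratio, converted to per-well B score | Benchmarks: Low control buffer alone, high control maximal DAMGO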
# HIF act = HIF pathway transcriptional activators, primary screen, cell-based, U2OS HRE-luciferase, luminescence. activation, % at 7.5 µM (by protocol). actives 0.32% (n = 300,000). U2OS HRE-luciferase reporter; normalized: DMSO 0%, desferrioxamine 100%;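 active = mean activation of at least 10% of the iron chelator positive control signal, with at least half of replicates also reaching 10%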
# IEC-6 cytotox = cytotoxicity in IEC-6 intestinal epithelial cells, primary screen, cytotoxicity control for KLF5 inhibitor project, cell-based, luminescence | inhibition, % at 5 µM | AID 1825, 2009 | IEC-6 cytotoxicity, luminescence viability | actives 0.78% (n = 290,000); in the data active = inhibition above about 22%;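 note: 0% = plate median of test compound wells and 100% = cytotoxic reference compound wells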
# KLF5 inhibitor = KLF5 expression inhibitors, primary screen, DLD-1 cells, luminescence | AID 1700, 2009 | inhibition, % at 5 µM | actives 0.23% (n = 290,000) | DLD-1 KLF5 promoter-luciferase reporter;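 active = inhibition above a per-plate limit of that plate's mean compound inhibition plus 3 SD, cut at about 60% in these data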;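 note: 0% = DMSO wells and 100% = LY294002 at 200 µM; higher means less KLF5 promoter-driven luciferase light; inactives centre near -14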
# aSyn 5UTR inh = MLPCN primary screen, SNCA 5' untranslated region | alpha-synuclein 5'UTR reporter, inhibitor activity | inhibition, % (tested at 7.5 µM) | actives 0.82% (n = 300,000) | AID 1813, 2009; in the data active = inhibition above about 60%;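 note: H4 neuroglioblastoma cells stably carrying SNCA 5'UTR luciferase fusion; 0% = DMSO wells and 100% = positive control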
# TRPC4 block = inhibitors of mouse TRPC4 channel, primary screen, Fluo4 calcium, HEK293 TRPC4beta/mu-opioid cells. B-score at 10 µM. Short transient receptor potential channel 4 (Mus musculus), Q9QUQ5. DAMGO-evoked Fluo4 calcium flux; stronger effect = lower value. actives 0.39% (n = 300,000);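 active = B-score over 3 SD under the library average, no early fluorescence shift, positive overall ratio signal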
#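 Assay system: Stable TRPC4beta/mu-opioid receptor HEK293 cells | Reagent: DAMGO in two steps, submaximal then maximal | Compound dosing: Single concentration per test compound | Signal: Fluo4 Ca2+ flux fluorescence | Evaluation: Per-well B score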
# TRPC6 inhibitor = mouse TRPC6 channel inhibitors, primary screen, cell-based, HEK293, membrane potential dye; B-score at 10 µM; actives 1.1% (n = 310,000); ACh-evoked depolarization; stronger effect = lower value; Short transient receptor potential channel 6 (Mus musculus), Q61143;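 active = B-score under library mean minus 3 SD, initial fluorescence not abnormally high, positive integrated signal ratio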;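 note: B-score derived from integrated fluorescence ratio over the kinetic read; more negative B-score means stronger inhibition of depolarization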
# TRPC6 act = mouse TRPC6 channel activators, primary screen, cell-based, HEK293, membrane potential dye. actives 0.13% (n = 310,000). Short transient receptor potential channel 6 (Mus musculus), Q61143. B-score at 10 µM. HEK293-TRPC6 membrane potential dye fluorescence; stronger effect = higher value;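 active = B-score of the integrated fluorescence ratio above library mean plus 3 SD, and starting fluorescence ratio within library mean plus 5 SD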;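 note: higher score means more depolarization so channel activation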
# MrgX1 antag = antagonists of human MrgX1 receptor, primary screen, HEK293 cells, Fluo-4 calcium flux; B-score at 10 µM; BAM8-22 antagonism; stronger effect = lower value; AID 588676, 2011; Mas-related G-protein coupled receptor member X1 (Homo sapiens), Q96LB2; actives 1.3% (n = 310,000);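 active = calcium-response B-score plate-corrected more than 3 library SD below zero, starting fluorescence within 5 deviations, no agonist response on first addition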;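 note: peak minus trough fluorescence over baseline after final BAM8-22 challenge near maximal dose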
# Target sequence (Q96LB2 whole entry, looked up): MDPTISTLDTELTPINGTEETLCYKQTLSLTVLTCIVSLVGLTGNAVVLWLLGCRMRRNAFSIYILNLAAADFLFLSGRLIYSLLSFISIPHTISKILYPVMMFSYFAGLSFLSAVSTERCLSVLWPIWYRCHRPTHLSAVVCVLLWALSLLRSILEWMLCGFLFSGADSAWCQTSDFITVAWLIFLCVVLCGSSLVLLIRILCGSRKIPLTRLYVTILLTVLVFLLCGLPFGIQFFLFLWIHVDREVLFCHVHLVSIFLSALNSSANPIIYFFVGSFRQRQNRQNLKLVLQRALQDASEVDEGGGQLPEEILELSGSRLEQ
# Active calls of the source: *; i = inactive; . = not tested or not shown.
No.	Structure	TRPC4 potent	SKKanGAS inh	TRPC4 agonist	HIF act	IEC-6 cytotox	KLF5 inhibitor	aSyn 5UTR inh	TRPC4 block	TRPC6 inhibitor	TRPC6 act	MrgX1 antag
1	Cc1c(NC(=O)CC2CC(C)OC2=O)c(=O)n(-c2ccccc2)n1C (stereo not drawn)	i	0	i	0.3	5	-8	12	i	i	i	i
2	COc1cc2ncnc(NCc3ccc4c(c3)OCO4)c2cc1OC	i	-4	i	-0.2	11	-3	2	i	i	i	i
3	CCCCCCOc1ccc(N2C(=O)CC(S/C(N)=N/N=C(\C)c3cccs3)C2=O)cc1 (stereo not drawn)	i	1	i	.	0	-18	-3	i	i	i	i
4	COc1ccc(NC(=O)CC2SC(=Nc3ccccc3)NC2=O)c(OC)c1 (stereo not drawn)	i	-7	i	-0.3	-2	-19	-5	i	i	i	i
5	COc1ccc(C(=O)Nc2ccc3ccccc3c2)c(OC)c1	i	8	i	2.4	9	-226	-28	i	i	i	i
6	O=C(Nc1ccncc1)Nc1cccc(F)c1	i	0	i	0.6	-5	-30	-24	i	i	i	i
7	Cc1cc(C(=O)OCC(=O)N2CCCC2)c2ccccc2n1	i	5	i	-0.1	-5	-6	5	i	i	i	i
8	O=C1CC(c2ccco2)Cc2nc(N3CCN(Cc4ccc5c(c4)OCO5)CC3)ncc21 (stereo not drawn)	i	.	i	.	1	-5	.	i	i	i	i
9	CCOC(=O)c1cc2c(ccn2C)n1CC(=O)N1CCN(c2cccc(C(F)(F)F)c2)CC1	i	6	i	-0.2	-5	-54	-2	i	i	i	i
10	C=CCn1c(COc2ccccc2)nnc1SCC(=O)O	i	1	i	0.1	-2	-11	3	i	i	i	i
11	Cc1cc(C)cc(NC(=O)c2cccc(N3C(=O)C4C5C=CC(C5)C4C3=O)c2)c1 (stereo not drawn)	i	-2	i	1.2	-6	-39	0	i	i	i	.
12	O=C(CSCc1c(Cl)cccc1Cl)Nc1cccnc1	i	-5	i	0.1	3	4	-6	i	i	i	i
13	CN(c1ccccn1)c1ncnc2[nH]ncc12	i	1	i	-0.7	-1	-17	23	i	i	i	i
14	O=C(Nc1cc(S(=O)(=O)N2CCOCC2)ccc1N1CCCC1)C1COc2ccccc2O1 (stereo not drawn)	i	-5	i	0.3	-3	-29	8	i	i	i	i
15	COc1ccc(NC(=O)C/C(C)=N/NC(=O)c2cnccn2)cc1Cl	i	0	i	0.9	1	-82	-18	i	i	i	i
16	COc1cccc(CN2CCN(c3ccc(F)cc3)C2=O)c1	i	1	i	0.5	2	-46	-15	i	i	i	i
17	Cn1c(=O)c2c(ncn2CC(=O)Nc2nc3ccc(F)cc3s2)n(C)c1=O	i	-2	i	0.7	4	-13	-47	i	i	i	i
18	CCC(c1nnc(SCC(=O)N2CCOCC2)n1C1CCCCC1)N(C)C (stereo not drawn)	i	-2	i	0.6	-6	-6	-4	i	i	i	i
19	COc1cccc(CNS(=O)(=O)c2ccc3c(c2)N(C)CCO3)c1	i	-5	i	-0.4	-8	-6	2	i	i	i	i
20	Cn1c(=O)n(Cc2ccc(F)cc2)c(=O)c2c1nc1n2CCN1Cc1ccco1	i	-2	i	-1.0	5	-20	38	i	i	i	i
21	CCC(=O)Nc1ccc(N2CCOCC2)c(S(=O)(=O)Nc2ccc(OC)cc2)c1	i	-2	i	-1.1	0	-22	2	i	i	i	i
22	COc1ccc(-n2c(COc3ccc4ccccc4c3)nnc2SCC(=O)NCc2ccco2)cc1	i	1	i	-0.2	2	-16	15	i	i	i	i
23	COc1ccc(N2CCN(C(=S)Nc3cc(C)ccc3C)CC2)cc1	i	-5	i	-0.3	-1	2	4	i	i	i	i
24	CCOc1ccc(S(=O)(=O)Nc2ccccc2SC)cc1	i	.	i	-0.3	5	2	22	i	i	i	i
25	CC(=O)c1ccc(OCCCC(=O)NC2=NCCS2)cc1	i	9	i	-0.2	2	9	18	i	i	i	i
26	CN(C)[C@H]1N(C(=O)c2ccc(Br)cc2)N=C2c3ccccc3S(=O)(=O)N21	i	-22	i	-0.1	-5	-17	-6	i	i	i	i
27	Cc1cc(C)n(CC(O)COc2ccccc2C(=O)Nc2ccccc2)n1 (stereo not drawn)	i	0	i	0.1	0	15	14	i	i	i	i
28	CCOc1ccc(N(C(=O)CNC(=O)c2ccco2)C(C(=O)NC2CCCC2)c2ccco2)cc1 (stereo not drawn)	i	0	i	0.3	-10	-21	-6	i	i	i	i
29	COc1c(C)cc(C(=O)C2CCCN(C(=O)c3cc(C4CC4)[nH]n3)C2)cc1C (stereo not drawn)	i	-9	i	1.3	-2	-4	-4	i	i	i	i
30	Cc1ccc2nc(SCC(=O)NC3CC3)[nH]c2c1	i	12	i	-0.2	-3	-59	-24	i	i	i	i
31	COc1cccc(NC(=O)C(Cc2ccccc2)NC(=O)C2CCC(C)CC2)c1 (stereo not drawn)	i	4	i	-0.2	0	-16	21	i	i	i	i
32	COc1ccc(Nc2nc(Cl)nc(NCCO)n2)cc1	i	-13	i	-0.5	6	0	-10	i	i	i	i
33	CCN=C1SC(CC(=O)Nc2ccc(N3CCOCC3)cc2)C(=O)N1CC (stereo not drawn)	i	3	i	-0.5	0	-34	-12	i	i	i	i
34	COc1ccc(/C=N\NC(=O)c2ccccc2Cl)cc1COc1c(F)c(F)c(F)c(F)c1F	i	10	i	-0.6	-6	-33	2	i	i	i	i
35	Cc1c(CNC2CCCC(C)C2C)c(C(=O)O)c(C)n1Cc1ccccc1 (stereo not drawn)	i	-8	i	-0.2	0	27	-11	i	i	i	i
36	CCCS(=O)(=O)N1CCCC(c2nc(-c3cccc(OC)c3)no2)C1 (stereo not drawn)	i	-6	i	1.2	0	-3	-58	i	i	i	i
37	CC(NC(=O)Cc1cccs1)c1ccc2c(c1)OCO2 (stereo not drawn)	i	1	i	-0.5	2	-24	19	i	i	i	i
38	NC(=O)c1c(NC(=O)CN2C(=O)NC(Cc3ccccc3)C2=O)sc2c1CCC2 (stereo not drawn)	i	12	i	-0.2	4	11	7	i	i	i	i
39	CCOc1ccc(-n2c(SCC(=O)N3CCc4ccccc43)nnc2-c2c[nH]c3ccccc23)cc1	i	0	i	-0.4	0	16	10	i	i	i	i
40	COC(=O)c1cc(S(=O)(=O)N2CCN(c3ccccc3)CC2)c[nH]1	i	-2	i	0.0	0	-21	-5	i	i	i	i
41	CCOC(=O)CN1C(=O)C(=O)N(Cc2cccc(C)c2)C1=O	i	5	i	0.0	1	-14	1	i	i	i	i
42	CCCc1cc(=O)oc2c(C)c(OCc3nn[nH]n3)ccc12	i	0	i	-0.1	0	-8	7	i	i	i	i
43	CCCCNC(=O)c1cc(-c2ccc(OC)c(OC)c2)on1	i	-10	i	1.3	2	-92	-22	i	i	i	i
44	COc1ccccc1C1=CC(=O)CCC1	i	-2	i	0.2	.	.	4	i	i	i	i
45	CCN(CC)C(=O)Oc1ccc2c(=O)c(-c3ccc(OC)cc3)coc2c1	i	4	i	.	6	-107	-125	i	i	i	i
46	Cc1ccc(-c2nc(C(=O)NCCCN3CCOCC3)cc3c2[nH]c2ccccc23)cc1	i	10	i	0.5	-2	-5	-65	i	-6.6*	i	i
47	CCOC(=O)CN1C(=O)S/C(=C/c2ccc(C)o2)C1=O	i	-2	i	-0.3	-3	-26	-15	i	i	i	i
48	COCCNC(=O)COC(=O)CSCc1nc2ccccc2s1	i	0	i	0.4	-3	-26	1	i	i	i	i
49	CNC(=S)N(CCCO)Cc1cc2cc3c(cc2[nH]c1=O)OCO3	i	0	i	-0.6	-3	-10	-21	i	i	i	i
50	CN(C)S(=O)(=O)c1ccc(NC(=O)COC(=O)CC2CC3CCC2C3)cc1 (stereo not drawn)	i	-3	i	-0.7	0	-9	-3	i	i	i	i
51	Cn1cc(Cl)c(C(=O)Nc2nc3ccccc3s2)n1	i	5	i	0.1	6	-159	-30	i	i	i	i
52	CCOc1ccccc1NC(=O)CSc1nnc(Cc2cccn2C)n1-c1ccc(F)cc1	i	4	i	-0.5	2	23	11	i	i	i	i
53	Cc1ccc(NC2CCCN(C(=O)c3ccnc(Cl)c3)C2)cc1C (stereo not drawn)	i	4	i	-0.1	-5	-21	7	i	i	i	i
54	Cc1cc(NC(=O)c2cccc(Cl)c2)n[nH]1	i	-3	i	2.5	.	.	-71	i	i	i	i
55	N#CC(C#N)=c1ccc2c(c1)NC1(CCCCC1)N=2	i	19	i	-0.4	-3	-5	-337	i	i	i	i
56	Cc1cc(C)c[n+](-c2[nH]c(=O)sc2/C=N/N=C(\N)[S-])c1	i	9	i	0.0	-1	-1	8	i	i	i	i

# Further structures.
No.	Structure	TRPC4 potent	SKKanGAS inh	TRPC4 agonist	HIF act	IEC-6 cytotox	KLF5 inhibitor	aSyn 5UTR inh	TRPC4 block	TRPC6 inhibitor	TRPC6 act	MrgX1 antag
57	CCc1ccc(C(=O)Nc2cc(C)on2)o1	i	-2	i	3.9	-3	-85	-112	i	i	i	i
58	CCOC(=O)c1c(C)[nH]c(N=Nc2cccc(OC)c2)c1C	i	10	i	5.0	5	-151	-208	i	i	i	i
59	O=C(NC1CC(=O)N(c2ccc(F)cc2)C1)C(=O)c1c[nH]c2ccccc12 (stereo not drawn)	i	-2	i	0.3	.	.	9	i	i	i	i
60	CCCCC(=O)N(Cc1ccc2c(c1)OCO2)Cc1nc2ccccc2c(=O)[nH]1	i	5	i	-0.1	1	5	19	i	i	i	i
61	O=C(Cn1nc(Cl)nc1Cl)c1ccccc1	i	-3	i	1.1	-6	-36	4	i	i	i	i
62	COC(=O)C1=C(C)NC2=C(C(=O)CCC2)C1c1coc2ccccc2c1=O (stereo not drawn)	i	-3	i	-0.3	2	14	18	i	i	i	i
63	CCOC(=O)N1CCN(C(=S)NC(=O)c2cc(Br)ccc2Cl)CC1	i	3	i	-0.6	0	-9	10	i	i	i	i
